High-throughput results as filed in PubChem BioAssay.
rCAG RNA binder: binds r(CAG) RNA repeats. r(CAG) RNA repeat, TO-PRO-1 dye displacement fluorescence. inhibition, % at 3 µM. actives 1.3% (n = 370,000);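 active = inhibition above the plate cutoff, the mean of all test compounds on that plate plus 3 SD, cut at about 35% in these data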;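 note: 0% = DMSO alone and 100% = 100 µM mitoxantrone as full dye displacement; higher means more dye released from RNA so lower well fluorescence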
TCR-CD3 inh: blocks the human TCR-CD3 interaction | TAMRA-labeled TCR probe fluorescence, biochemical | inhibition, % at 9.4 µM | actives 0.37% (n = 360,000); in the data active = inhibition above about 19%;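 note: recombinant mutant TCR 2C K166C tagged with TAMRA read by polarization; 0% = receptor in buffer alone and 100% = receptor with positive control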
UHRF1 MBD2 ctr: human UHRF1 methylated DNA binding inhibitors | Q96T88 | UHRF1 binding to methylated oligo, TR-FRET | inhibition, % at 4.4 µM | actives 0.75% (n = 370,000); in the data active = inhibition above about 21%;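 note: UHRF1 SRA domain binding a hemimethylated CpG hairpin DNA probe; 0% = median of test compound wells and 100% = reference inhibitor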
Target sequence (Q96T88 whole entry, looked up, the tested form may be a part): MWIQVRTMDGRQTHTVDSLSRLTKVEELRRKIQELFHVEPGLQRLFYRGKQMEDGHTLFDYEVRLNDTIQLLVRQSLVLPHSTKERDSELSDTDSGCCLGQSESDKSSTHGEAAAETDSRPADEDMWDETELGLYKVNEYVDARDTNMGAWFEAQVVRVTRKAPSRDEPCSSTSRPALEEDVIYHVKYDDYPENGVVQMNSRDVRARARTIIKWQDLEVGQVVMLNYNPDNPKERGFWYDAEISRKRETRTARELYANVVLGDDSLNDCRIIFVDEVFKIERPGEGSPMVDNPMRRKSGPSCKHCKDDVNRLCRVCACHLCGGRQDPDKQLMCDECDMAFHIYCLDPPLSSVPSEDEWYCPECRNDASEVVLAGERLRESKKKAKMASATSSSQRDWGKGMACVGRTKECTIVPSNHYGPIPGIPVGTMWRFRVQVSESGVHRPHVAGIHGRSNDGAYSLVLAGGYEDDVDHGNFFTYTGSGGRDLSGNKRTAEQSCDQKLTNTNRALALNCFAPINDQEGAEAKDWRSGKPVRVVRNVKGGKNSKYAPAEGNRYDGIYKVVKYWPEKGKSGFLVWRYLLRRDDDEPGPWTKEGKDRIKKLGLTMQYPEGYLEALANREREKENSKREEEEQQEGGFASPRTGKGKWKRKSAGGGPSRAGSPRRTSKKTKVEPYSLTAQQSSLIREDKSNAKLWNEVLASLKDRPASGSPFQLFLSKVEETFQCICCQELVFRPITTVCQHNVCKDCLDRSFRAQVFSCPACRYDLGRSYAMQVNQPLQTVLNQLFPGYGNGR
LEDGF integ inh: blocks HIV-1 LEDGF/p75-dependent DNA integration. TR-FRET IN-LEDGF/p75 DNA integration, Eu/Cy5. inhibition, % at 3.7 µM. actives 0.64% (n = 370,000). AID 743269;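 active = inhibition above the screen-wide mean plus 3 SD, cut at about 13% in these data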;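 note: signal is the Cy5 over europium emission ratio at 671 and 618 nm; 0% = plate median of compound wells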
HTRA1 inhibitor: HTRA1 (human) protease inhibition; actives 0.5% (n = 340,000); Q92743; recombinant HTRA1, FP-rhodamine activity-based probe, fluorescence polarization; AID 504803; inhibition, % at 5.96 µM; in the data active = inhibition above about 36%;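 note: 0% = enzyme with DMSO and 100% = wells lacking enzyme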
PG9 binder: PG9 antibody binding by small molecule; TR-FRET gp120-PG9 antibody binding; inhibition, % at 6.7 µM; actives 0.43% (n = 360,000); in the data active = inhibition above about 8.5%
mABHD4 FP: ABHD4 (mouse) inhibition, primary FP screen; Q8VD66; purified mABHD4, FP-Rh probe fluorescence polarization; inhibition, % at 8.92 µM; actives 0.54% (n = 370,000); AID 720543;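 active = inhibition exceeding the mean over every tested compound plus 3 SD, cut at about 30% in these data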;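 note: 0% = plate median of compound wells and 100% = S159A mutant with DMSO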
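Assay system: wild-type mouse ABHD4 protein; compound: single nominal dose of 8.92 µM, 0.89% DMSO final; schedule: 45 min + 60 min at 25 °C; measured by: FP readout, ex 525 nm / em 598 nm; evaluation: % inhibition of FP-Rh probe binding versus controls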
PRMT1 FP inh: inhibitors of human PRMT1. Q99873. recombinant PRMT1, activity-based probe fluorescence polarization. inhibition, % at 2.79 µM. actives 1.3% (n = 370,000). AID 652257;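 active = inhibition above about 21% made by adding two undisclosed values, limit read from the data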
MBD2 DNA inh: inhibitors of human MBD2 binding to methylated oligonucleotide; Q9UBB5; TR-FRET; inhibition, % at 4.4 µM; actives 0.31% (n = 370,000); AID 686964; in the data active = inhibition above about 13%
Rev-erbA mod: modulates human Rev-erb alpha binding to DNA; P20393; activity, % at 10 µM; Rev-erbα–FITC-DNA binding, fluorescence polarization, 90 min; AID 1259318; actives 0.79% (n = 370,000);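 active = activity above about 14%, limit read from the data; passing the limit was not always enough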;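 note: 0% = DMSO wells with 35 nM protein and 100% = DMSO wells with 750 nM protein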
* = called active by the depositor; . = not tested or not shown.

SMILES	rCAG RNA binder	TCR-CD3 inh	UHRF1 MBD2 ctr	LEDGF integ inh	HTRA1 inhibitor	PG9 binder	mABHD4 FP	PRMT1 FP inh	MBD2 DNA inh	Rev-erbA mod
Cc1cccc(C)c1OCCSc1n[nH]c(N)n1	4	2	5	-3	5	4.4	-7	1	6	3
Cc1ccc(-c2ccc(CN3C(C)C(=O)N(Cc4cn(CCC5OCCCO5)nn4)CCS3(=O)=O)cc2)cc1 (configuration not stated)	6	3	4	2	-7	-3.5	-19	3	6	2
CCN=C1S/C(=C\c2ccc(N3CCOCC3)cc2C)C(=O)N1CC	-2	-2	-1	-2	-2	-1.6	2	0	1	0
Cc1ccc(/C=C2\SC(=S)N(CCCC(=O)NNC(=O)c3ccccc3O)C2=O)cc1	2	33*	-2	4	37*	0.4	9	-3	-8	0
COc1ccc2c(c1)C(=O)C(=O)N2CC1COc2ccccc2O1 (configuration not stated)	2	7	-3	-1	-18	-9.7	9	0	-10	2
COc1cc(/C=C2/SC(N)=NC2=O)ccc1Oc1ccc([N+](=O)[O-])cc1[N+](=O)[O-]	6	4	3	-1	5	0.5	-7	-1	0	-7
COc1ccc(-n2c(SCC(=O)Nc3cc(C)on3)nc3ccccc3c2=O)cc1Cl	1	3	1	-4	-17	-0.6	-6	-2	2	7
O=CN1N=C(c2ccccc2)CC1c1ccc(Cl)cc1 (configuration not stated)	-3	1	0	2	1	-1.4	-3	-2	-2	-7
Cc1ccc(-n2nnnc2SCc2ccc(C(=O)O)cc2)cc1C	8	2	-4	2	-2	0.0	-14	-1	3	-1
CCOC(=O)C1CCCN(Cc2ccccc2OCC)C1 (configuration not stated)	-1	-2	-1	1	-1	-0.8	5	0	-1	2
CCNC(=O)C1CCCN(C(=O)c2cccc(OC(F)(F)F)c2)CC1 (configuration not stated)	1	2	-1	-2	.	0.5	5	-3	0	-5
CCOC(=O)Cn1ccc(NC(=O)c2ccc3c(c2)OCO3)n1	1	9	3	0	7	-1.7	1	-1	1	-4
Cc1ccsc1C(=O)N1CCc2ccccc2C1	-3	4	0	2	-3	-0.5	-6	1	0	9
CC(C)NC(=O)CN1CCN(Cc2nc(-c3cccs3)no2)CC1	-3	-3	1	-5	8	0.1	3	2	2	-3
Cc1ccc(C(=O)NC(=C(Cl)Cl)S(=O)(=O)c2ccc(C)cc2)cc1	-1	5	-2	-1	-12	-0.3	6	-2	-4	0
O=C(c1ccc(F)c(S(=O)(=O)N2CCOCC2)c1)N1CCN(c2ccc(F)cc2)CC1	1	-3	-2	3	7	-0.5	-2	0	-6	6
COc1ccc(Oc2c(C)oc3cc(OC(=O)N4CCOCC4)ccc3c2=O)cc1	-7	5	-2	-3	8	-0.4	-2	-2	3	2
O=C(CN1CCN(S(=O)(=O)c2ccc(Br)cc2)CC1)N/N=C/c1ccco1	5	2	0	-2	5	-2.2	2	-3	2	-1
Cn1ncc2c(O/N=C(\N)c3ccc(C(F)(F)F)cc3)ncnc21	-4	-7	-2	3	-12	-2.8	3	-4	1	4
Cc1ccc(C(=O)OCC(=O)N2CC(C)CC(C)C2)cc1S(=O)(=O)N1CCCCC1 (configuration not stated)	-12	2	-1	3	-3	-0.3	2	-3	-3	2
CN(C)CC(C)(C)CNC(=O)c1cc(=O)c2ccccc2o1	-3	0	1	-2	10	-0.3	-2	2	1	-2
Cc1nnsc1C(=O)N/N=C/c1ccc2ccccc2c1O	4	41*	0	-5	41*	-4.5	5	15	9	-7
Cc1cc(=S)cc(C)n1CCCO	-3	8	-3	1	1	0.2	-3	13	2	2
CC(=O)CC[C@@H]1CC[C@]2(CCCN(C(=O)c3ccno3)C2)O1	6	.	-3	-4	.	.	-2	0	3	12
CC(=O)c1ccc(NC(=O)C(C)OC(=O)c2ccc3c(c2)nc(C)n3-c2ccccc2)cc1 (configuration not stated)	7	4	2	0	-28	-1.0	-18	1	1	-2
C=Cn1cc[n+](CC(=O)c2ccc(Cl)cc2)c1	-2	1	0	2	2	-1.5	3	0	-1	1
O=C(COc1ccc(N2CC(C(=O)O)CC2=O)cc1)Nc1cccc(C(F)(F)F)c1 (configuration not stated)	1	5	-1	3	7	-1.8	1	0	2	-3
NS(=O)(=O)c1ccc(CCNc2nc(CN3CCCCC3)nc3sc4c(c23)CCC4)cc1	6	7	-6	4	-6	0.3	-5	-3	-2	-4
CCOC(=O)CCCCC(=O)c1[nH]c(=O)[nH]c1Cn1ccnc1	-4	3	4	1	2	0.2	1	-3	-1	-4
Cc1cc(=O)n2nc(N3CCCC3C(=O)NCCCN3CC(C)CC(C)C3)sc2n1 (configuration not stated)	2	5	1	-3	0	-0.1	3	0	3	-3
CCc1ccc(OCc2nnc(SCC(=O)NC3CCCCC3)o2)cc1	0	-2	2	-1	6	-1.3	-3	-2	-2	5
CC(=O)c1ccc2c(c1)CC1(C2)Cc2cc3c(cc2C1)C(=O)CC3 (configuration not stated)	2	-2	0	0	-12	-1.1	-3	-3	-3	0
CC(C)Oc1ccc(CNC2CCOC(C)(C)C2)cc1 (configuration not stated)	4	-10	3	7	-4	-4.0	3	-3	-5	-2
O=C(CSc1ncnc2nc[nH]c12)c1ccccc1	5	3	0	-1	-1	-0.3	-2	1	0	-3
N=C1C(c2nc3ccccc3s2)=C(O)CN1Cc1ccccc1	7	6	0	-3	-3	4.7	1	0	-3	18
CN(c1ccccc1C(=O)Nc1ccccc1C(=O)NCc1ccco1)S(C)(=O)=O	7	-9	-2	5	-4	1.7	0	4	-3	-3
CCN(CC)C(=O)[C@H]1C[C@H](CC(=O)NCCCOC)C(=O)N2CCc3c([nH]c4cc(CCC(=O)N(C)C)ccc34)[C@]12C	-1	-1	1	-6	0	-0.9	3	1	1	-2
CN1C(=S)SC(N2OC3C(=O)N(c4ccccc4)C(=O)C3C2c2ccc(Cl)cc2)C1(C)C (configuration not stated)	3	5	-3	1	-4	0.2	4	-2	3	2
O=C(Nc1ccc(N2CCOCC2)cc1N1CCOCC1)c1ccc(Br)cc1	-4	4	-2	0	-1	-0.7	4	3	1	0
CC(C)N(C(=O)C[n+]1ccsc1N)c1ccccc1	0	5	-1	0	8	-2.0	1	-1	-5	-5

Another view of part of the listing above:
The line under a structure holds: rCAG RNA binder, TCR-CD3 inh, UHRF1 MBD2 ctr, LEDGF integ inh, HTRA1 inhibitor, PG9 binder, mABHD4 FP, PRMT1 FP inh, MBD2 DNA inh, Rev-erbA mod
CCOC(=O)C1CCCN(Cc2ccccc2OCC)C1 (configuration not stated)
→ -1, -2, -1, 1, -1, -0.8, 5, 0, -1, 2
CCNC(=O)C1CCCN(C(=O)c2cccc(OC(F)(F)F)c2)CC1 (configuration not stated)
→ 1, 2, -1, -2, ., 0.5, 5, -3, 0, -5
CCOC(=O)Cn1ccc(NC(=O)c2ccc3c(c2)OCO3)n1
→ 1, 9, 3, 0, 7, -1.7, 1, -1, 1, -4
Cc1ccsc1C(=O)N1CCc2ccccc2C1
→ -3, 4, 0, 2, -3, -0.5, -6, 1, 0, 9
CC(C)NC(=O)CN1CCN(Cc2nc(-c3cccs3)no2)CC1
→ -3, -3, 1, -5, 8, 0.1, 3, 2, 2, -3

(list continues)
SMILES	rCAG RNA binder	TCR-CD3 inh	UHRF1 MBD2 ctr	LEDGF integ inh	HTRA1 inhibitor	PG9 binder	mABHD4 FP	PRMT1 FP inh	MBD2 DNA inh	Rev-erbA mod
CN(C)c1ccc(C(=O)C(O)c2ccc(C(C)(C)C)cc2)cc1 (configuration not stated)	0	1	-4	2	-2	-0.8	-9	-2	3	3
COc1ccc(N(CC(=O)NC2CCCCC2)S(=O)(=O)c2cccnc2)cc1	1	3	1	-2	0	0.1	1	1	2	-1
CC(COS(N)(=O)=O)Cc1ccc(C(F)(F)F)cc1 (configuration not stated)	-3	-2	0	0	1	-1.2	-10	-1	-5	-7
Cc1ccc(C2=NN(C3=NN=C(N)Cc4ncnn43)C(O)(C(F)(F)F)C2)cc1 (configuration not stated)	2	-6	3	1	7	1.1	0	1	-2	2
C=CCn1c(C)cc(C(=O)COC(=O)c2ccc3c(c2)NC(=O)CS3)c1C	3	8	0	0	-10	-2.1	14	4	4	0
Cc1ccc(OCCNC(=O)C(C)SCC(=O)Nc2ccc(F)cc2)cc1 (configuration not stated)	-4	-10	-1	0	-9	-0.1	-2	3	-5	-10
CC(C)Oc1snc(Cl)c1C(N)=O	1	12	-1	-1	-2	-1.9	1	-2	-3	1
CCCC(C(=O)Nc1cc(S(=O)(=O)N2CCOCC2)ccc1OC)c1ccccc1 (configuration not stated)	7	-1	-1	0	-1	-0.7	-1	2	-6	-1
CCOC(=O)c1ccc(NC(=S)Nc2ccccc2)cc1	3	0	0	0	3	-0.9	0	-1	0	2
CC(=O)c1sc(Nc2ccccc2)nc1C	1	-6	-2	4	.	2.3	2	-3	-5	-7
CCn1c(C)nc2cc(C(=O)OCCC(F)(F)F)ccc21	-2	-2	4	1	2	-1.5	2	0	1	3
Cc1ccc2c(C(=O)CN3CCCCC3CCO)c(C)[nH]c2c1 (configuration not stated)	-1	-4	1	-1	-5	-1.5	5	3	0	-5
COc1cccc(CC(=O)Nc2nc(C)cs2)c1	1	2	1	7	-1	-1.6	0	-2	0	-6
COc1cc(/C=N/NC(=O)c2cccc([N+](=O)[O-])c2)ccc1OCc1ccccc1	-1	3	-4	6	-5	0.0	4	-2	-3	-6
COC(=O)C1=C(CSCc2ccccc2)NC(=O)NC1c1cc(C)ccc1C (configuration not stated)	-1	-9	5	4	-3	1.2	-7	1	7	1
COc1ccccc1NC(=O)CCCc1nnc2n(C)c(=O)c3sccc3n12	-1	1	1	4	-8	0.2	-1	-6	-5	-2
Cc1ccc2oc(=O)c3cnn(CC(=O)NCCC(C)C)c3c2c1	4	5	-5	0	1	-1.7	0	-3	-2	2
NC(=O)CSc1nnc(COc2ccccc2)n1C1CCCCC1	-5	-6	1	0	3	0.4	-2	2	-2	-1
CCC(C)NC(=O)Cn1c(=O)n(-c2ccccc2)c(=O)c2ccc(C(=O)NCc3ccco3)cc21 (configuration not stated)	-1	-3	2	0	5	-1.0	0	1	5	2
O=C(COC(=O)c1cc(S(=O)(=O)NCc2ccccc2)ccc1O)c1cc2ccccc2o1	26	12	0	-2	-14	-1.1	-2	0	-2	6
C=CCn1c(=O)c(C(=O)NCCN(CC)CC)c(O)c2ccccc21	-5	-3	1	-3	6	0.1	-2	1	0	-7
CCOC(=O)N1CCN(C(=O)Nc2ccc(Cl)cc2Cl)CC1	-1	2	-1	-2	3	-0.4	1	-2	-2	4
O=C(C1=C[C@H](c2csc3ccccc23)C[C@H](OCc2ccc(CO)cc2)O1)N1CCN(Cc2ccc3c(c2)OCO3)CC1	8	-1	9	2	-50	-0.9	-22	-2	4	-2
Cc1cc(C(=O)NCCC2=CCCCC2)no1	-1	-1	1	-3	-6	-2.4	2	-2	-1	0
COCCn1nnnc1C(CC(C)C)N1CCN(c2cccc(OC)c2)CC1 (configuration not stated)	-10	-4	0	4	-6	-0.2	1	-3	3	-2
CCCCC(O)(c1ccccc1)C(CN1CCOCC1)c1ccccc1 (configuration not stated)	-11	8	-2	4	-3	-1.3	2	-3	3	1
Cc1nc2ccccc2c(=O)n1-c1ccc(NS(=O)(=O)c2ccc(F)cc2)cc1	9	1	3	1	-3	-1.7	0	-1	1	-6
Cc1ccc(OCc2nnc(N)s2)cc1	3	4	-2	-1	-4	-0.8	-3	-1	-5	2

The list is partial; count on the stated rates, not on these rows.
